Giardia FBPA inh – blocks Giardia fructose-bisphosphate aldolase activity. purified Giardia FBPA. A8B2U2. 290,000 tested, 0.71% active. Potency, µM (top dose mostly 59.6 µM), inactives show at the highest dose activity, negative = inhibition, usual class: inhibitors; note: potency is the fitted concentration of half-maximal effect; nearly all actives have a fitted effect of over 55% in size
Target sequence (A8B2U2 whole entry, looked up): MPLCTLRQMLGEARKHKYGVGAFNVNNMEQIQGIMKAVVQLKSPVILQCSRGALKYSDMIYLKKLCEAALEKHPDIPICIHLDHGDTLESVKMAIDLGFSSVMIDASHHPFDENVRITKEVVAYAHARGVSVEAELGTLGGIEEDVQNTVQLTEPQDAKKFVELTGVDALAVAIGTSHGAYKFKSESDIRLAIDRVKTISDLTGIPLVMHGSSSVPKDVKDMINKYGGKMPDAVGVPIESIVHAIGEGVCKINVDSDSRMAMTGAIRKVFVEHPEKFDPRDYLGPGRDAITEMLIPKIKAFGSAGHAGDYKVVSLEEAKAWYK
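40 nM FBPA preincubated 10 min at RT with compound (up to 57.5 uM final), then substrate plus GAPDH/TPI/NAD/arsenate coupling and diaphorase/resazurin added. Fluorescence read after 20 min at RT, 525/598 nm.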
AMA1 RON2 block – disrupts binding of P. falciparum AMA1 to RON2. AlphaScreen AMA1-biotinylated RON2 peptide binding. Potency, µM (highest dose often 58.2 µM), for the others: at the highest dose activity change, negative = inhibition, usual class: inhibitors. 360,000 tested, 0.2% active;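 note: potency is the fitted concentration of half-maximal effect; 0% = vehicle wells and -100% = peptide control; nearly all actives have a fitted effect of over 45% in size; some results filed as inactive show a strong effect at the top dose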
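AMA1 (3D7) with his tag at 25 nM final met compounds first, then biotinylated RON2 peptide at 25 nM; detection used donor plus acceptor beads, 10 µg/mL apiece, read by AlphaScreen after 30 min at room temperature.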
HCV inh – blocks hepatitis C virus | Potency, µM (top dose mostly 41.8 µM), for inactives: at the highest dose activity change, negative = inhibition, hits mostly inhibitors | Huh7.5.1 HCVcc-Cre infection, luciferase reporter, 44 h | 340,000 tested, 3.4% active; note: potency is the fitted concentration of half-maximal effect
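Infectious HCV cell culture screen: compound-treated cells (1,000/well, pre-plated 4 h) are infected with HCVcc-Cre at roughly 0.5 moi and grown 44 h. Infection is quantified by luciferase signal after 15 min substrate incubation at room temperature.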
HCMV antiviral – human cytomegalovirus inhibition. 410,000 tested, 4.5% active. HFF cells, HCMV-luciferase reporter, 72 h; active compounds read low. activity change, negative = inhibition, % at 57.5 µM; in the data active = activity change below about -60%; inconclusive = no clear call, values can overlap the other calls; inactive = above about -39%
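Human foreskin fibroblasts infected with luciferase-reporter HCMV at MOI 1 PFU/cell, compounds at two doses. Luciferase measured 72 h post infection; normalized to buffer-only basal and Salinomycin (10uM) controls.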
AmpC detergent – blocks E. coli AmpC beta-lactamase in detergent assay; P00811; AmpC hydrolysis of nitrocefin, absorbance 480 nm, 0.01% Triton; Potency, µM (titrated, usually from 114 µM), inactives show at the top dose activity change, negative = inhibition, usual class: inhibitors; 370,000 tested, 0.041% active; AID 485294;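 note: potency is the fitted concentration of half-maximal effect; 0% = no-compound wells and -100% = no-enzyme wells; nearly all actives have a fitted effect of over 25% in size; some results filed as inactive show a strong effect at the top dose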
Target sequence (P00811 whole entry, looked up): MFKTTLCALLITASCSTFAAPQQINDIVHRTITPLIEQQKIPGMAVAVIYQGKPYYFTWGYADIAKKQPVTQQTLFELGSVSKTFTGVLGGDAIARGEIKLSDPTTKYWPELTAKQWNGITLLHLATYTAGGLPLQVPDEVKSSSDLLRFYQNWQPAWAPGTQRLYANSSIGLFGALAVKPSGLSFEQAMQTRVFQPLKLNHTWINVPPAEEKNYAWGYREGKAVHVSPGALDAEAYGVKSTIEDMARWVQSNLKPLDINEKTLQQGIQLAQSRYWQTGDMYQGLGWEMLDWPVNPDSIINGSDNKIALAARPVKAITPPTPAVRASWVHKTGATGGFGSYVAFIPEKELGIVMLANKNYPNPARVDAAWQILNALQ
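AmpC (5.3 nM in the dispensed reagent) in 20 mM phosphate pH 7.0 with 0.01% (detergent screen) or 0.0001% Triton X-100 was preincubated with compounds for 15 min at room temperature. Nitrocefin was then added from an 800 uM solution, and hydrolysis was followed at 480 nm.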
Sm TGR block – inhibitors of Schistosoma mansoni thioredoxin glutathione reductase; 360,000 tested, 3% active; Q962Y6; purified TGR, DTNB reduction, TNB absorbance 405 nm; Potency, µM (highest dose often 114 µM), for inactives: top-dose activity change, negative = inhibition, most hits filed as inhibitors; note: potency is the fitted concentration of half-maximal effect; nearly all actives have a fitted effect of over 60% in size
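First, TGR (20 nM dispensed) and NADPH were mixed with compound. Second, a 15 min room-temperature incubation followed. Third, further NADPH and then DTNB were added to start the reaction. Finally, TNB absorbance was monitored kinetically.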
* marks the source's active call; other numbers are inactive results; [ ] = remark or other dose. Unless noted, calls come from the whole dose curve; as a rule, active = well fitted curve in the direction sought with a large enough effect; inconclusive = small, poorly fitted or top-dose-only effect, or another doubt; inactive = no such curve, though single readings can be large; an effect the other way counts as inactive or inconclusive. Unless noted, % is set by controls: 0 for no effect and ±100 for the full control effect.

Screening COc1ccc(NC2(c3ccc(Cl)cc3)C(=O)c3ccccc3C2=O)cc1 returned Giardia FBPA inh -12.2%, AMA1 RON2 block inconclusive, HCV inh -12.3%, HCMV antiviral 31.3, AmpC detergent -0.4% and Sm TGR block 4.3%.
For CC(C)N(Cc1ccccc1)C(=O)CN1C(=O)NC2(CCCC2)C1=O the results were AMA1 RON2 block -0.9%, HCV inh 5.6%, HCMV antiviral -24.5, AmpC detergent inconclusive and Sm TGR block -1.1%.
For Cc1cc(NC(=O)CSc2nnc(CNC(=O)c3ccccc3)o2)no1 the results were AMA1 RON2 block 28.4%, HCV inh 15.8%, HCMV antiviral -0.4, AmpC detergent 7.2% and Sm TGR block -4.4%.
`O=C(c1ccc2c(c1)OCO2)N(Cc1ccco1)C1(C(=O)NC2CCCCC2)CCCCC1` gave Giardia FBPA inh 1.6%, AMA1 RON2 block -10.7%, HCV inh 10µM*, HCMV antiviral -33.6, AmpC detergent -4.6% and Sm TGR block -21.5%.
`O=C(NCCOc1ccccc1)c1ccccc1Cl` gave Giardia FBPA inh -3.2%, AMA1 RON2 block 1.2%, HCV inh 1.3%, HCMV antiviral inconclusive, AmpC detergent -7.7% and Sm TGR block -0.1%.
`CC1CCN(CC(=O)Nc2nccs2)CC1` gave Giardia FBPA inh inconclusive, AMA1 RON2 block 7.8%, HCV inh 4.3%, HCMV antiviral -3.0, AmpC detergent -6.9% and Sm TGR block 20.9%.
For CCC(C)[C@H](NC(=O)C1CC(=O)N(c2ccc(OC)cc2)C1)C(=O)NC1CCCC1 (some centres undefined) the results were AMA1 RON2 block -2.3%, HCV inh 12.8%, HCMV antiviral 47.1, AmpC detergent 4.2% and Sm TGR block 6.9%.
Screening Cc1ccc(NC(=O)/C(CN(C)C)=N\O)cc1 returned Giardia FBPA inh 7.9%, AMA1 RON2 block 2.8%, HCV inh 9.1%, HCMV antiviral -13.2, AmpC detergent inconclusive and Sm TGR block 4.1%.
CSc1nc2sc3c(c2c(=O)n1-c1ccc(C)cc1)CCCC3 was read as HCMV antiviral 2.6, AmpC detergent -2.0% and Sm TGR block -4.9%.
Cc1cc(O)c(NC(=O)c2ccc(C)c([N+](=O)[O-])c2)cc1C was read as Giardia FBPA inh 0.8%, AMA1 RON2 block 4.4%, HCV inh -24.0%, HCMV antiviral 64.4, AmpC detergent 0.9% and Sm TGR block -12.1%.
For CCCCNC(=O)COC(=O)c1ccc(N(C)C)cc1 the results were Giardia FBPA inh 3.5%, AMA1 RON2 block -10.3%, HCV inh -10.0%, HCMV antiviral -4.1, AmpC detergent 0.8% and Sm TGR block -2.2%.
For CC(=O)Nc1ccc(S(=O)(=O)Nc2ccc3nc(C)sc3c2)cc1 the results were AMA1 RON2 block 2.9%, HCV inh inconclusive and HCMV antiviral -75.5*.
Screening O=C(O)CN1C(=O)CCS(=O)c2ccccc21 (centres undefined) returned Giardia FBPA inh 2.8%, AMA1 RON2 block 3.3%, HCV inh 11.1%, HCMV antiviral 67.0, AmpC detergent inconclusive and Sm TGR block -1.5%.
`O=C(Cc1c[nH]c2ccccc12)NCc1ccncc1` gave AMA1 RON2 block 5.0%, HCV inh 2.2%, HCMV antiviral 21.8, AmpC detergent -8.6% and Sm TGR block -26.6%.
O=C(O)c1ccccc1NS(=O)(=O)c1cccc(NS(=O)(=O)c2cc(Br)ccc2Br)c1 was read as AMA1 RON2 block -19.6%, HCV inh -5.6% and HCMV antiviral -13.3.
`O=C(CSc1nc2cc(Cl)ccc2s1)c1cc2ccccc2o1` gave Giardia FBPA inh -22.5%, AMA1 RON2 block 46.9%[activator], HCV inh 3.5%, HCMV antiviral 37.0, AmpC detergent 3.4% and Sm TGR block -14.7%.
Cc1ccc(C(=O)Nc2ccc(Nc3ccccc3)cc2)c(Cl)c1 was read as Giardia FBPA inh 3.2%, AMA1 RON2 block -12.4%, HCV inh -28.3%, HCMV antiviral 14.4, AmpC detergent -15.6% and Sm TGR block 0.2%.
O=C(CCc1nnc(Cc2ccc3c(c2)OCO3)o1)NCCc1ccccc1Cl was read as AMA1 RON2 block 3.9%, HCV inh inconclusive, HCMV antiviral -12.5, AmpC detergent -2.6% and Sm TGR block 31.6µM*.
Screening COc1ccc(N2CCN(c3ccc(N)cc3C#N)CC2)cc1 returned Giardia FBPA inh -8.2%, AMA1 RON2 block -12.5%, HCV inh -7.0%, HCMV antiviral -17.1, AmpC detergent -5.9% and Sm TGR block -2.9%.
For COc1ccc(C2=CC(c3ccc(C)cc3)n3nnnc3N2)cc1 (centres undefined) the results were Giardia FBPA inh -18.7%, AMA1 RON2 block 59.0%[activator], HCV inh 1.2%, AmpC detergent -6.6% and Sm TGR block -12.8%.

9 neighbouring records out of the list so far:
For CC(=O)Nc1ccc(S(=O)(=O)Nc2ccc3nc(C)sc3c2)cc1 the results were AMA1 RON2 block 2.9%, HCV inh inconclusive and HCMV antiviral -75.5*.
Screening O=C(O)CN1C(=O)CCS(=O)c2ccccc21 (centres undefined) returned Giardia FBPA inh 2.8%, AMA1 RON2 block 3.3%, HCV inh 11.1%, HCMV antiviral 67.0, AmpC detergent inconclusive and Sm TGR block -1.5%.
`O=C(Cc1c[nH]c2ccccc12)NCc1ccncc1` gave AMA1 RON2 block 5.0%, HCV inh 2.2%, HCMV antiviral 21.8, AmpC detergent -8.6% and Sm TGR block -26.6%.
O=C(O)c1ccccc1NS(=O)(=O)c1cccc(NS(=O)(=O)c2cc(Br)ccc2Br)c1 was read as AMA1 RON2 block -19.6%, HCV inh -5.6% and HCMV antiviral -13.3.
`O=C(CSc1nc2cc(Cl)ccc2s1)c1cc2ccccc2o1` gave Giardia FBPA inh -22.5%, AMA1 RON2 block 46.9%[activator], HCV inh 3.5%, HCMV antiviral 37.0, AmpC detergent 3.4% and Sm TGR block -14.7%.
Cc1ccc(C(=O)Nc2ccc(Nc3ccccc3)cc2)c(Cl)c1 was read as Giardia FBPA inh 3.2%, AMA1 RON2 block -12.4%, HCV inh -28.3%, HCMV antiviral 14.4, AmpC detergent -15.6% and Sm TGR block 0.2%.
O=C(CCc1nnc(Cc2ccc3c(c2)OCO3)o1)NCCc1ccccc1Cl was read as AMA1 RON2 block 3.9%, HCV inh inconclusive, HCMV antiviral -12.5, AmpC detergent -2.6% and Sm TGR block 31.6µM*.
Screening COc1ccc(N2CCN(c3ccc(N)cc3C#N)CC2)cc1 returned Giardia FBPA inh -8.2%, AMA1 RON2 block -12.5%, HCV inh -7.0%, HCMV antiviral -17.1, AmpC detergent -5.9% and Sm TGR block -2.9%.
For COc1ccc(C2=CC(c3ccc(C)cc3)n3nnnc3N2)cc1 (centres undefined) the results were Giardia FBPA inh -18.7%, AMA1 RON2 block 59.0%[activator], HCV inh 1.2%, AmpC detergent -6.6% and Sm TGR block -12.8%.

Next section.
For O=C(Cc1cccs1)Nc1ccc(-c2nnn(CC(=O)N3CCOCC3)n2)cc1 the results were Giardia FBPA inh -10.0%, AMA1 RON2 block -3.8%, HCV inh 12.1%, AmpC detergent -12.2% and Sm TGR block -11.0%.
For CCc1ccc(O)c(N=Cc2cccc(C)c2O)c1 the results were Giardia FBPA inh 0.8%, AMA1 RON2 block 30.3%[activator], HCV inh inconclusive, HCMV antiviral 13.2, AmpC detergent -7.5% and Sm TGR block -27.2%.
For CCOc1ccc(C(=O)NNC(=O)CNC(=O)c2ccc(C)s2)cc1OC the results were AMA1 RON2 block 49.6%[activator], HCV inh 9.5%, HCMV antiviral 0.0, AmpC detergent inconclusive and Sm TGR block -7.1%.
COc1ccccc1C(=O)COC(=O)c1c(-c2ccccc2)noc1C was read as AMA1 RON2 block 7.0%, HCV inh inconclusive, HCMV antiviral -19.3, AmpC detergent -13.8% and Sm TGR block 1.2%.
For O=C1NCCN1CCNS(=O)(=O)c1ccc(F)cc1 the results were Giardia FBPA inh -0.1%, AMA1 RON2 block -6.5%, HCV inh 0.6%, HCMV antiviral inconclusive, AmpC detergent -10.7% and Sm TGR block 0.0%.
`CCc1ccc(-c2cc(C)no2)cc1S(=O)(=O)NCCc1ccc(OC)c(OC)c1` gave Giardia FBPA inh -19.5%, AMA1 RON2 block 0.0%, HCV inh -29.7%, HCMV antiviral 0.0, AmpC detergent 3.8% and Sm TGR block 4.3%.
For O=C(O)CC(CNC(=O)C1CCCN1C(=O)OCc1ccccc1)c1ccccc1 (centres undefined) the results were Giardia FBPA inh -7.5%, AMA1 RON2 block 7.2%, HCV inh 13.7%, HCMV antiviral 11.0, AmpC detergent -11.1% and Sm TGR block -21.0%.
Screening O=C(NCc1ccco1)c1csc2c1CCCCC2 returned Giardia FBPA inh -6.8%, AMA1 RON2 block 3.2%, HCV inh 14.1%, HCMV antiviral -37.0, AmpC detergent 2.8% and Sm TGR block -4.3%.
Screening COc1ccc(C2CC(c3ccccc3OC(C)=O)=NN2C(=O)/C=C/c2ccccc2)cc1 (centres undefined) returned Giardia FBPA inh 2.8%, AMA1 RON2 block -11.1%[2.32 µM], HCV inh -0.1%, HCMV antiviral 3.7, AmpC detergent inconclusive and Sm TGR block 2.2%.
For CCCC(=O)Nc1nnc(SCC(=O)Nc2ccc3c(c2)OCCO3)s1 the results were Giardia FBPA inh 7.7%, AMA1 RON2 block 10.7%, HCV inh -21.8%, HCMV antiviral 49.5, AmpC detergent inconclusive and Sm TGR block -0.3%.
Screening CCOc1ccccc1C1CC(=O)NC2=C1C(=O)CCC2 (centres undefined) returned Giardia FBPA inh 4.2%, AMA1 RON2 block -7.0%, HCV inh -26.8%, HCMV antiviral 7.3, AmpC detergent -17.2% and Sm TGR block -9.4%.
COc1ccc(OC)c(-n2c(SCC(=O)NCc3ccco3)nnc2-c2c[nH]c3ccccc23)c1 was read as Giardia FBPA inh -3.3%, AMA1 RON2 block -19.9%, HCV inh -13.9%, HCMV antiviral -14.3, AmpC detergent inconclusive and Sm TGR block inconclusive.
For CCOC(=O)c1cc(-c2ccc(F)cc2)n(CC(=O)NCc2ccccn2)c1C the results were Giardia FBPA inh 2.7%, AMA1 RON2 block 39.0%[activator], HCV inh 9.9%, HCMV antiviral inconclusive, AmpC detergent 2.2% and Sm TGR block -3.6%.
`CCN(CC)C(=O)CSc1ccc(C(F)(F)F)cc1[N+](=O)[O-]` gave Giardia FBPA inh -2.9%, AMA1 RON2 block -6.9%, HCV inh -9.9%, HCMV antiviral 3.7, AmpC detergent 1.9% and Sm TGR block -5.9%.
For CC(C)CSc1nc2ccccc2n1CC(N)=O the results were Giardia FBPA inh -0.2%, AMA1 RON2 block 2.7%, HCV inh 9.7%, HCMV antiviral -19.4, AmpC detergent 0.4% and Sm TGR block -6.3%.

Compound activity (PubChem BioAssay)
